DT40 TDP1 no CPT = qHTS for Inhibitors of human tyrosyl-DNA phosphodiesterase 1 (TDP1): qHTS in cells in absence of CPT. Potency, µM (series often up to 46.2 µM), for the others: top-dose activity change, negative = growth inhibition, most hits filed as inhibitors. DT40 Tdp1-/- hTDP1 cells, no CPT, ATP luminescence, 48 h. actives 15% (n = 420,000); further: nearly all actives have a fitted effect of over 55% in size
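DT40 Tdp1-/-;hTDP1 cells, no CPT (DMSO vehicle only), 400 cells/well; compounds pin-transferred; ≥48 hr, 37 °C; CellTiter-Glo 30 min RT dark, luminescence read.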
KAT2A inh = qHTS Assay for Inhibitors of GCN5L2. Histone acetyltransferase KAT2A (Homo sapiens), Q92830. Potency, µM (series often up to 58.9 µM), inactives show at the top dose activity change, negative = inhibition, usual class: inhibitors. GCN5L2 HAT assay, ThioGlo1 CoA-SH fluorescence. actives 0.21% (n = 390,000). AID 504327, 2011
Target sequence (Q92830 whole entry, looked up): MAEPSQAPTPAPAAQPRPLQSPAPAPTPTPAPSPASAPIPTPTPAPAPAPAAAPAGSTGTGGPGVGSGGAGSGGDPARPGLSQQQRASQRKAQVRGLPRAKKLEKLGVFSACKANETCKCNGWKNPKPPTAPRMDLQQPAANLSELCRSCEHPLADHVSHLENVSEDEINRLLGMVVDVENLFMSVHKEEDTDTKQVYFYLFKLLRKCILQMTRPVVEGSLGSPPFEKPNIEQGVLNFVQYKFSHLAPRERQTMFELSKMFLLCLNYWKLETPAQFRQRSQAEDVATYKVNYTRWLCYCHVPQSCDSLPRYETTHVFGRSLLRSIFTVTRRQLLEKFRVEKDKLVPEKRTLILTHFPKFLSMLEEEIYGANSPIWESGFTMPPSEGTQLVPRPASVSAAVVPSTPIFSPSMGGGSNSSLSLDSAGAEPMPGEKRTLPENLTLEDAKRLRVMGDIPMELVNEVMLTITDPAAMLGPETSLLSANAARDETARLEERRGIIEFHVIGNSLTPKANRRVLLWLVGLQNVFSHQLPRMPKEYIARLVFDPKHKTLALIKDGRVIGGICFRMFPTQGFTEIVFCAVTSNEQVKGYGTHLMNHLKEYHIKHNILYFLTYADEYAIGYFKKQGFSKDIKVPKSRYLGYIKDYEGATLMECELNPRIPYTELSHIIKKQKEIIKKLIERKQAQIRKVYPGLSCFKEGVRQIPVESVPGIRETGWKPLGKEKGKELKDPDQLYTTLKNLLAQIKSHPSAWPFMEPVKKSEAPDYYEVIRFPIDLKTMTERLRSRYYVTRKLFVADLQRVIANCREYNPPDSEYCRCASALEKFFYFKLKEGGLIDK
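qHTS, 1536-well. 20nM enzyme, pH 7.5 HEPES/EDTA/Tween-20 buffer; 15 min compound preinc., RT. Start: 75uM H3(1-25), 70uM AcCoA, 50uM ThioGlo1. Read Ex340/Em540 at t=0 (autofluorescence flag) and t=20 min.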
TDP1 inh = qHTS Assay for Inhibitors of Tyrosyl-DNA Phosphodiesterase (TDP1); Tyrosyl-DNA phosphodiesterase 1 (Homo sapiens), Q9NUW8; recombinant TDP1, AlphaScreen DNA substrate cleavage; Potency, µM (doses to about 130 µM), for the others: top-dose activity change, negative = inhibition, hits mostly inhibitors; actives 0.28% (n = 350,000); AID 485290, 2010; further: nearly all actives have a fitted effect of over 40% in size
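Here, a 5' biotin and 3' phosphotyrosine-FITC DNA oligonucleotide reports Tdp1 activity: intact substrate bridges AlphaScreen beads, while cleavage leaves a 3' phosphate and drops signal. All incubations at room temperature.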
* hit, by the source's call; ? = inconclusive; / = not tested or not shown; & = joins results of further samples; [ ] = dose if it differs, or a comment. The call rests on the fitted dose curve; in most records, active means well fitted curve in the direction sought with a large enough effect; inconclusive means small, poorly fitted or top-dose-only effect, or another doubt; inactive means no such curve, though single readings can be large; an effect the other way counts as inactive or inconclusive. On the % scale 0 is the no-effect control and ±100 the full control effect; potency means the concentration at half of the fitted maximal effect.

molecule	DT40 TDP1 no CPT	KAT2A inh	TDP1 inh
Cc1oc(-c2cccc(Br)c2)nc1Cn1c(=O)cc(-c2ccccc2)c2c(C)nn(C)c21	-17%	-18%	3%
CN(Cc1c(F)cccc1Cl)C(=O)CCc1c[nH]c2ccccc12	?	-7%	/
O=C1CN(c2ccc(F)cc2)C(=S)N1c1ccccc1	-3%	1%	/
COc1cc(CNCc2ccccc2Cl)ccc1OCC(=O)NC1CCCCC1	?	-1%	5%
COCc1ccc(C(=O)N(C)CC2CCCN(CCc3ccc(OC)cc3)C2)o1 (centres undefined)	3%	1%	1%
CN(C/C=C\c1ccccc1)Cc1cccc2ccccc12	/	-2%	11%[21 µM]
CCCCC(=O)Nc1cc(C)c2c(=O)oc3ccccc3c2n1	?	-2%	3%
O=C(NNC(=O)c1ccccc1Br)c1ccccc1Cl	-12%	-6%	4%
Cc1cc2ccccc2c(=O)n1CC(=O)NCC1COc2ccccc2O1 (centres undefined)	-2%	2%	7%
CCCn1nc(C(=O)NC2CCCC2)c2ccccc2c1=O	?	0%	0%
Cc1cc(C(F)F)n2nc(C(=O)Nc3c(F)cc(F)cc3Br)nc2n1	-18%	-2%	9%
CC(=O)c1ccc(NC(=O)C(C)OC(=O)c2ccc(Br)o2)cc1 (centres undefined)	?	-2%	0%
Cc1[nH]n(-c2ccccc2)c(=O)c1CCOC(=O)c1ccc(C(F)(F)F)cc1	?	-4%	5%
Cc1ccc(CCNC(=O)c2ccc(CNS(=O)(=O)c3ccc(F)cc3)cc2)cc1	6.5µM*	3%	2%
O=C(NCC(c1ccco1)N1CCOCC1)c1ccc([N+](=O)[O-])cc1 (centres undefined)	24%	1%	1%

Remaining list, next part:
molecule	DT40 TDP1 no CPT	KAT2A inh	TDP1 inh
CCC1=NC(c2ccc(OC)c(OC)c2)N(O)C1(C)C (centres undefined)	-15%	4%	0%
CC(C)(C)c1[nH]nc2c1C(c1ccc(OC(=O)c3ccco3)cc1)C(C#N)=C(N)O2 (centres undefined)	-26%	-16%	8%
OCCC1CN(Cc2ccon2)CCN1CCc1ccccc1 (centres undefined)	1%	-3%	0%
Cc1cc(C)c(S(=O)(=O)n2cnc3ccccc32)c(C)c1	-21%	?	0%
Cc1ccc(C(=O)n2nc(-n3cccc3)c3c(C)cc(C)nc32)cc1	-20%	-5%	3%
CCOC(=O)N1CCN(C(=O)c2cc(OCC)c(OCC)c(OCC)c2)CC1	13%	1%	-2%
Cc1cc(C)cc(NCc2cc(=O)oc3cc(-c4ccccc4)c(O)cc23)c1	?	-7%	3%
O=C(Nc1ccc2oc(-c3ccncc3)nc2c1)c1ccc(F)cc1	-20%	-23%	79µM*
Cc1ccc(S(=O)(=O)NCCN2CCN(S(=O)(=O)c3ccccc3Cl)CC2)cc1	-26%	-2%	3%
O=C(Nc1cccc(F)c1)c1ccc(Br)o1	-1%	5%[88.6 µM]	16%[234 µM]
S=C(/N=c1/sccn1Cc1ccccc1)NC1CC1	?	-4%	11%
CC(=O)c1c(C)nc2ccc(Br)cc2c1C(=O)O	0%	-16%	-1%
Cc1ccc(CNCc2cccn2-c2nnc(N3CCCC3)s2)cc1	16µM*	-13%	-2%
COc1cccc(NC(=O)Nc2nc(SC)ns2)c1	?	-2%	4%
Cc1cc(C)n(-c2nc(NCCCN(C)C)c3c4c(sc3n2)COC(C)(C)C4)n1	?	3%	8%

New compounds follow
molecule	DT40 TDP1 no CPT	KAT2A inh	TDP1 inh
O=C(O)c1cc(NN=Nc2cccc(S(=O)(=O)O)c2)cc([N+](=O)[O-])c1	-6%	-3%	/
COc1ccc(-n2c(C)c3c(OC)cccc(=O)c3c2C)cc1	?	-9%	8%
COCC(=O)NC1CCCCCC1	5%	0%	5%
CC(C)Oc1ccc(CNC(=S)N/N=C/c2cccnc2)cc1	?	7%	5%
CC(=O)c1ccc2c(c1)C1C=CCC1C(c1ccc(S(=O)(=O)N3CCOCC3)cc1)N2 (centres undefined)	?	-9%	5%
CCCCN(CC)S(=O)(=O)c1ccc(C(=O)Nc2nnc(-c3ccccc3Cl)o2)cc1	/	-4%[0.501 µM]	9%
CCN(CC)c1ccc2c(Cl)c(Br)c(=O)oc2c1	23µM*	-4%	/
C[C@H](NC(=O)c1nc[nH]c1C(=O)NCCCCCNC(=O)OC(C)(C)C)C(=O)OC(C)(C)C	16µM*	-16%	6%
O=C(Nc1ccccn1)c1ccc2ccccc2n1	-10%	1%	1%
CSCC[C@H](NC(=O)[C@@H]1CSC2c3ccccc3C(=O)N21)C(=O)NC1CCCC1 (some centres undefined)	-4%	-15%	5%
COc1ccc(-c2nn(-c3ccccc3)cc2C(N)=O)cc1OC	3%	-18%	/
O=C(N/N=C/c1ccccc1O)c1ccc2c(c1)OCO2	4.1µM*	-6%	/
CC(=O)N1CCC(N(Cc2ccc(C)o2)C(=O)Nc2ccccc2F)CC1	-27%	2%	7%
COc1ccccc1N1CCN(C2CCCN(C(=O)CCC(=O)N(C)C)C2)CC1 (centres undefined)	-3%	-2%	/
Cc1ccnc(OC(C(=O)O)C(OCCc2ccccc2)(c2ccccc2)c2ccccc2)n1 (centres undefined)	-7%	-7%	7%

Exported with values under each structure: entries from further up
The line under a structure holds: DT40 TDP1 no CPT | KAT2A inh | TDP1 inh
- C[C@H](NC(=O)c1nc[nH]c1C(=O)NCCCCCNC(=O)OC(C)(C)C)C(=O)OC(C)(C)C
 : 16µM* | -16% | 6%
- O=C(Nc1ccccn1)c1ccc2ccccc2n1
 : -10% | 1% | 1%

The list goes on:
molecule	DT40 TDP1 no CPT	KAT2A inh	TDP1 inh
Cc1ccc(C2c3[nH]c4ccccc4c3CCN2C(=O)CCC2CCCC2)cc1 (centres undefined)	?	-26%	3%
CCC(C(=O)NCCC(C)C)N(C(=O)Cn1nnc(-c2ccc(C)cc2)n1)c1cccc(O)c1 (centres undefined)	16µM*	-5%	-4%
COc1ccccc1CN(C)C(=O)c1cc(-c2cc(OC)c(OC)c(OC)c2)nc2ccccc12	10µM*	-15%	-5%
CC(Oc1ccc(Cl)cc1)C(=O)N(C)CC(=O)Nc1ccc(N2CCOCC2)cc1 (centres undefined)	-29%	0%	3%
CCOc1cccc(N(C(=O)c2ccco2)C(C(=O)NC2CCCC2)c2cccnc2)c1 (centres undefined)	-22%	-16%	3%
COCC(C)NC(=S)NCCc1ccc(Cl)cc1Cl (centres undefined)	?	0%	0%
O=C(c1cccc(S(=O)(=O)N2CCCCC2)c1)N1CCN(S(=O)(=O)c2ccc(F)cc2)CC1	?	-6%[0.501 µM]	-2%
O=C(CCCc1nc2ccccc2s1)N1CCN(c2ccccc2F)CC1	-14%	-4%	4%
Cc1nc(SCC(=O)Nc2ccccc2Cl)c2c(C)c(C)sc2n1	?	-4%	-2%
Fc1ccc(CN2CCCCCCC2)cc1	1%	-2%	-6%
O=C(CSc1n[nH]c(=O)n1Cc1ccco1)c1ccc(F)cc1	-22%	-9%	3%
COc1ccc(OCc2cc(C(=O)NC3CCc4ccccc43)no2)c(Cl)c1 (centres undefined)	?	-10%	-1%
C=CCN1CCc2cc(O)c(O)cc2C(c2ccccc2)C1 (centres undefined)	-18%	-1%&-10%	-4%
CCC1CCCCN1CCCNC(=O)c1sc2nc(C)cc(C)c2c1-n1cccc1 (centres undefined)	?	-12%	6%
C[C@H](CO)N1C[C@H](C)[C@@H](CN(C)Cc2ccc(-c3ccccc3)cc2)Oc2c(NC(=O)Cc3ccccc3)cccc2C1=O	23µM*	-18%	6%

New compounds follow
molecule	DT40 TDP1 no CPT	KAT2A inh	TDP1 inh
COc1ccc(-c2nc(CSCC(=O)NC3CC3)c(C)o2)cc1OC	22%	1%	1%
Cc1ccc(Nc2c(-c3ccc(C)o3)nc3cccc(C)n23)cc1	11µM*	-9%	9%&9%
CC(=O)Nc1ccc(CN2CCCCCC2)cc1	-7%	0%	/
O=C(CSc1ccc2nnc(CCNC(=O)c3ccccc3)n2n1)NC1CCCC1	-8%	-39%	-9%
COc1ccc(CCn2c(C)cc3c(c2=O)C(c2ccncc2)C(C#N)=C(N)O3)cc1OC (centres undefined)	?	-9%	4%
O=C(NC1CCCCC1)c1cc(C(=O)c2ccccc2Br)c[nH]1	0%	-7%	3%
CC(NC(=O)C1CCC(=O)N1Cc1ccccc1Cl)c1ccccc1 (centres undefined)	-4%	1%	/
CCN(Cc1nc2ccccc2c(=O)[nH]1)C(=O)c1ccc(C)c(NC(=O)c2ccco2)c1	?	-1%	0%
O=C(c1ccc([N+](=O)[O-])cc1)N1CCN(c2cccc3[nH]ccc23)CC1	?	?	3%
O=C(Nc1ccc(F)c(Cl)c1)Nn1cnnc1	/	-5%	5%
Brc1ccc(Sc2cnc3ccccc3n2)cc1	-22%	/	-4%
COc1ccc(CC(C(=O)Nc2ccc(OC)cc2)c2nn[nH]n2)cc1 (centres undefined)	19%	-9%	2%
COCC(=O)NC1CC2CCCC(C1)N2Cc1ccccc1 (centres undefined)	-5%	-4%	3%
CCCC(=O)Nc1ccc2c(c1)C(=O)NC2=O	1%	6%	3%
CCOC(=O)C(=O)Nc1nccs1	0%	-1%	0%

(list continues)
molecule	DT40 TDP1 no CPT	KAT2A inh	TDP1 inh
CC1(C)CC(=O)C2=C(C1)OC(N)=C(C#N)C2c1cccc(OC(=O)c2ccco2)c1 (centres undefined)	-13%	-4%	3%
Cc1ccc(/C=N/NC(=O)c2ccccc2OCc2ccc(F)cc2)o1	2.9µM*	0%	5%
Cc1ccc2nc(N(CCN(C)C)C(=O)/C=C/c3cccs3)sc2c1	16µM*	-1%	-1%
CCn1c(/C=C/c2cc[n+](C)cc2)nc2ccccc21	-4%	?	/
Cc1ccc(-c2nnc(Nc3ccc(Br)cc3)c3ccccc23)cc1S(=O)(=O)NCC1CCCO1 (centres undefined)	4.1µM*	-5%	/
Cc1ccc(C23CC4CC(CC(CC(=O)N5CCOCC5)(C4)C2)C3)cc1	?	-5%	0%
Cc1ccc(C(=O)NCC(=O)NCC(=O)OCC(=O)c2cccs2)cc1	-16%	1%	-5%
CN(C)CCNc1nc(-c2ccccc2)c2c(c1C#N)CC(C)(C)OC2	-24%	-2%	-1%
CCOc1ccc(NC(=S)N2CCC(c3ccc(C)cc3)C2)cc1 (centres undefined)	13µM*	-6%	/
Cc1ccc2nsnc2c1S(=O)(=O)NCc1ccncc1	?	0%	1%
Brc1ccc(-c2cnc(-c3cccs3)o2)cc1	-15%	-7%	/
COc1cc(C2C(C(C)=O)=C(O)C(=O)N2c2ccc(C)cc2)ccc1O (centres undefined)	0%	?	-8%
CCCOc1ccc(/C=N/n2nnnc2N)cc1OC	-9%	-20%	7%
Cc1ccnc2nc(C(=O)OCC(=O)c3c[nH]c4ccccc34)nn12	-11%	-2%	3%
Cc1ccc(C)c(N2CCN(C(=O)c3cc(S(=O)(=O)N4CCOCC4)cn3C)CC2)c1	?	-17%	/

Profiles, quoted from the list. Order of values: DT40 TDP1 no CPT | KAT2A inh | TDP1 inh
CCCOc1ccc(/C=N/n2nnnc2N)cc1OC is listed as -9% | -20% | 7%
Cc1ccc2nsnc2c1S(=O)(=O)NCc1ccncc1 is listed as ? | 0% | 1%
Cc1ccc(C)c(N2CCN(C(=O)c3cc(S(=O)(=O)N4CCOCC4)cn3C)CC2)c1 is listed as ? | -17% | /
Cc1ccc(-c2nnc(Nc3ccc(Br)cc3)c3ccccc23)cc1S(=O)(=O)NCC1CCCO1 (centres undefined) is listed as 4.1µM* | -5% | /

Next section:
molecule	DT40 TDP1 no CPT	KAT2A inh	TDP1 inh
Cc1cccc(N(CC(=O)NCCSCc2ccccc2)S(C)(=O)=O)c1C	-26%	-6%	-3%
O=S(=O)(c1ccccc1)N1CCN(Cc2cc3c(cc2Br)OCCO3)CC1	?	-4%	0%[56.1 µM]
O=C1CS/C(=N/N=C/c2ccccc2)N1c1ccc(O)cc1	4%	0%	/
O=C(CCOc1cccc(Br)c1)NNC(=O)COc1ccc(F)cc1	4%	-5%	-8%
Cc1c(Cl)cccc1NC(=O)CN1C(=O)COc2ccc(S(=O)(=O)N3CCOCC3)cc21	-13%	-5%	0%
CCOc1ccc(N2CC(=O)Nc3ccccc3NCC2=O)cc1	-22%	-6%	0%
COC(=O)c1cc(OC)c(OC)cc1NC(=O)c1ccoc1C	/	-4%	5%
C/C(=N/NC(=O)c1ccc(Cn2cccn2)o1)c1cccc(NC(=O)c2ccncc2)c1	-19%	-13%	2%

Screening data: PubChem BioAssay, National Center for Advancing Translational Sciences (NCATS)

Only part of the results is shown; rates above refer to the full screens.
